UPR CHOP act: activators of apoptotic CHOP UPR arm, primary screen, cell-based, CHO-CHOP luciferase reporter, luminescence, uHTS; UPR activation; percent of tunicamycin response over DMSO baseline; activation, % at 10 µM; 330,000 tested, 0.34% active; AID 449763, 2010;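 active = at 10 µM dose, activation of 40% or more, normalized to positive control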;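 note: 100% = tunicamycin at 10 µg/mL and 0% = DMSO alone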
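System: CHO-CHOP luciferase reporter cell line | Buffer or medium: F12 medium containing 10% fetal bovine serum | Doses: One dose, 10 µM in 0.5% DMSO | Times: 6 h compound exposure at 37 °C after overnight seeding | Signal: Luciferase luminescence | Read-out: % activation vs tunicamycin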
tim10-1 inh: growth inhibitors of tim10-1 mutant yeast, primary screen, luminescence, uHTS | S. cerevisiae tim10-1 ts strain growth, BacTiter-Glo, 24 h | inhibition, % at 20 µM | 330,000 tested, 2.2% active | AID 463190, 2010;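 active = inhibition of at least 40%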;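 note: mutant grown at 25 °C; 0% = DMSO wells with yeast and 100% = wells holding no yeast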
Mdm2 MdmX PPI: inhibitors of human Mdm2-MdmX association, primary screen, cell-based, luminescence, split luciferase, SaOS-2, uHTS; SaOS-2 split-luciferase Mdm2/MdmX complementation; inhibition, % at 8 µM; Protein Mdm4 (Homo sapiens) + E3 ubiquitin-protein ligase Mdm2 (Homo sapiens), …; 330,000 tested, 3% active;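 active = inhibition of at least 50% at 8 µM in the primary screen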
Target sequence (O15151 whole entry, looked up): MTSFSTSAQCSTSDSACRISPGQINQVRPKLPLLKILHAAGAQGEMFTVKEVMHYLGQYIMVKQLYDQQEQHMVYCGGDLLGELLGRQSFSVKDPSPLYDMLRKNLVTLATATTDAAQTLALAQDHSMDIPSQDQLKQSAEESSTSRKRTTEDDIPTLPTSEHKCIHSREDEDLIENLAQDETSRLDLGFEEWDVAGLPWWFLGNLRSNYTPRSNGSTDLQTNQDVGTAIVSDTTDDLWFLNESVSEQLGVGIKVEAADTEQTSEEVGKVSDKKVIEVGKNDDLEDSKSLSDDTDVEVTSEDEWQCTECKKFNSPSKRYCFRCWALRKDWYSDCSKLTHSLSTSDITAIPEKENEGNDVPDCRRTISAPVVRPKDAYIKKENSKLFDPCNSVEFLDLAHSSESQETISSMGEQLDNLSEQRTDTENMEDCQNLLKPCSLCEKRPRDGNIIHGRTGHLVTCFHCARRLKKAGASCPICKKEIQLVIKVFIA
Target sequence (Q00987 whole entry, looked up): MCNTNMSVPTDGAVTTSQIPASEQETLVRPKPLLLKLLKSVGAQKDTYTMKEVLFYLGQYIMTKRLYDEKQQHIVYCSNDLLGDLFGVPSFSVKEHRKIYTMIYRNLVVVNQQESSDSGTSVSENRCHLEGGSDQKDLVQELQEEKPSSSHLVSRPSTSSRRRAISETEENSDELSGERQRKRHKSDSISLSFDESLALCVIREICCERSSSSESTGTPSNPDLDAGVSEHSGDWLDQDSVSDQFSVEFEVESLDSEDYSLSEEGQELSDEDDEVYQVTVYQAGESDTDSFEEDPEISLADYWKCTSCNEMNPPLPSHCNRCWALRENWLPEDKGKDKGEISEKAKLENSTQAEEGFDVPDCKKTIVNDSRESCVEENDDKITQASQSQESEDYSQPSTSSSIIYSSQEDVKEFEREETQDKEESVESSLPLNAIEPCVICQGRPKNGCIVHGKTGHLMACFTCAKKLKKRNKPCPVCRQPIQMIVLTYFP
TIM10 inh: growth inhibitors of isogenic TIM10 control yeast, primary screen, counter-screen for tim10-1 yeast inhibitor project, luminescence, uHTS. S. cerevisiae TIM10 strain growth, BacTiter-Glo luminescence, 24 h. inhibition, % at 10 µM. 330,000 tested, 1.4% active. AID 463195, 2010;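 active = inhibition of 40% or more at the single tested concentration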;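 note: wild-type TIM10 isogenic control strain grown at permissive 25 °C; 0% = DMSO yeast wells and 100% = minimal medium wells without yeast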
697 NFkB inh: inhibitors of PMA/ionomycin-induced NF-kB reporter, 697 cells, primary screen, B-cell NF-kB inhibitor project, cell-based, luminescence, uHTS; 697 B-cell NF-kB luciferase reporter, 16 h; 330,000 tested, 0.33% active; inhibition, % at 4 µM; in the data active = inhibition above about 35%
tim23-1 inh: growth inhibitors of tim23-1 mutant yeast, primary screen, luminescence, uHTS. S. cerevisiae tim23-1 growth, BacTiter-Glo luminescence, 24 h. inhibition, % at 20 µM. 330,000 tested, 1.3% active. AID 463212, 2010;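 active = growth inhibition of the mutant yeast at or above 50%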;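 note: temperature-sensitive mutant grown at 25 °C; plate controls were DMSO-treated mutant yeast for no effect and medium wells lacking yeast for full effect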
UPR XBP1 act: activators of adaptive XBP1 UPR arm, primary screen, cell-based, CHO-XBP1 luciferase reporter, luminescence, uHTS; 330,000 tested, 0.33% active; IRE1-XBP1 UPR activation; percent of tunicamycin response, DMSO as zero; activation, % at 20 µM;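 active = versus positive control, 20 µM dose yields 30% or more activation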;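 note: 100% = tunicamycin at 10 µg/mL and 0% = DMSO only wells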
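Material: CHO cell line with stable XBP1 luciferase reporter; buffer or medium: F12 medium containing 10% fetal bovine serum; compound: single point, 20 µM final compound, 1% DMSO; incubation: 6 h treatment, 37 °C; measured by: glow luminescence from Steady-Glo reagent; evaluation: activation, % of tunicamycin; control set: tunicamycin high, DMSO low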
Jurkat NFkB inh: inhibitors of induced NF-kB luciferase reporter, primary screen, TCR NF-kB activation inhibitor project, cell-based, luminescence, uHTS; Jurkat, PMA/ionomycin-induced NF-kB luciferase reporter; inhibition, % at 4 µM; 330,000 tested, 0.53% active; in the data active = inhibition above about 50%
Numbers without * were called inactive.

SMILES | UPR CHOP act | tim10-1 inh | Mdm2 MdmX PPI | TIM10 inh | 697 NFkB inh | tim23-1 inh | UPR XBP1 act | Jurkat NFkB inh
Cc1ccc(C2CC(c3ccccc3C)n3nc(N)nc3N2)cc1 (stereo unspecified) | 0.5 | 11 | -15 | -3 | -5 | 23 | -5 | -8
CC1(C)C(C#N)=C(N)OC2=C1C(=O)CCC2 | -0.4 | 10 | 10 | -7 | -4 | 0 | -4 | 6
CC(C)CN1CCC(=O)N(CCSc2ccc(Br)cc2)CC1 | 0.7 | 0 | 1 | -11 | -2 | 19 | 1 | -13
CCOC(=O)CSc1nnc(COc2ccc3ccccc3c2)o1 | -0.6 | -3 | -1 | -3 | -31 | 27 | -3 | -33
c1cc2nnnn2nc1N1CCCCCC1 | -1.4 | 0 | 20 | -1 | 20 | -7 | -4 | -6
Cc1cc(CNC(=O)c2ccc3nc(Cc4ccccc4F)oc3c2)nn1C | 5.9 | 15 | -142 | 3 | -166 | 6 | -1 | -104
CC(C)CC(=O)NS(=O)(=O)c1ccc(N)cc1 | -3.2 | 8 | 15 | 7 | 17 | 15 | 2 | 8
CCN1C(c2ccc(F)cc2)=CS/C1=C(\C#N)c1nnc2n1-c1ccccc1SC2 | -0.9 | 29 | 11 | 33 | -7 | 29 | -3 | 0
CCn1cc([N+](=O)[O-])c(C(=O)NCc2ccc3c(c2)OCO3)n1 | -0.1 | 8 | 15 | 2 | 3 | 5 | 3 | 8
Cc1cc(-c2nnc(SCC(=O)Nc3ccc(Br)cc3F)n2N)n[nH]1 | 1.0 | 5 | 7 | -11 | 9 | -11 | -3 | 4
Cc1cc(=O)n2nc(N3CCC(C(=O)NCc4cccnc4)CC3)sc2n1 | -4.5 | -1 | 14 | -13 | 11 | 2 | 5 | 8
CC(O)CNC(=O)C1CCN(Cc2ccc(OCc3ccccc3)cc2)CC1 (stereo unspecified) | 3.6 | 4 | 13 | 12 | -1 | 4 | 3 | -44
CC(C)C(=O)Nc1nnc(NC(=S)Nc2ccccc2)s1 | 3.2 | 21 | 0 | 13 | -59 | 3 | -4 | -33
Cc1cccc(OCC2Cn3c(nc4c3c(=O)[nH]c(=O)n4C)O2)c1 (stereo unspecified) | 0.3 | -5 | 10 | -11 | 12 | 8 | -3 | -6
O=C(c1cccc(N2C(=O)C3C4C=CC(C4)C3C2=O)c1)N1CCN(c2ccccc2F)CC1 (stereo unspecified) | 3.0 | 14 | 21 | 6 | 4 | 14 | -5 | 9
CCOCCCNC(=O)c1ccc2c(c1)ncn2-c1ccc(C)cc1C | 0.0 | 28 | 11 | 2 | 10 | 23 | -2 | 11
O=C(C#Cc1ccccc1)Nc1ccccc1F | 7.4 | -9 | 10 | 4 | -40 | 8 | 1 | -71
COc1ccc(N(C(=O)CNC(=O)c2cccs2)C(C(=O)NCC2CCCO2)c2ccccc2)cc1OC (stereo unspecified) | -0.9 | -6 | -14 | -1 | 1 | 16 | -4 | -24
CN1CCN(S(=O)(=O)c2cccc3nsnc23)CC1 | 0.3 | -13 | 22 | 4 | 0 | -5 | -3 | 15
O=C(CSc1ccc(-c2ccccn2)nn1)NC1CCCCC1 | 0.6 | 22 | 7 | 1 | 6 | 6 | 0 | -10
O=c1nccc(N/N=C/c2ccccc2O)[nH]1 | 2.0 | 18 | 32 | 5 | -32 | 16 | -2 | -5
CCOC(=O)C(C)Oc1ccsc1C(=O)OC (stereo unspecified) | 3.0 | 12 | -8 | 1 | 4 | 0 | 0 | 19
Cn1nccc1NC(=O)CC1(CC(=O)O)CCCCC1 | -0.2 | 1 | -20 | 8 | 2 | 13 | 0 | 21
O=C(N=C1SC2CS(=O)(=O)CC2N1c1ccccc1)c1cccc([N+](=O)[O-])c1 (stereo unspecified) | -3.2 | -16 | 42 | 4 | 10 | -16 | -3 | 0

An excerpt of these results, with each value named:
CCOC(=O)C(C)Oc1ccsc1C(=O)OC (stereo unspecified)
  UPR CHOP act: 3.0; tim10-1 inh: 12; Mdm2 MdmX PPI: -8; TIM10 inh: 1; 697 NFkB inh: 4; tim23-1 inh: 0; UPR XBP1 act: 0; Jurkat NFkB inh: 19
Cn1nccc1NC(=O)CC1(CC(=O)O)CCCCC1
  UPR CHOP act: -0.2; tim10-1 inh: 1; Mdm2 MdmX PPI: -20; TIM10 inh: 8; 697 NFkB inh: 2; tim23-1 inh: 13; UPR XBP1 act: 0; Jurkat NFkB inh: 21

More compounds
SMILES | UPR CHOP act | tim10-1 inh | Mdm2 MdmX PPI | TIM10 inh | 697 NFkB inh | tim23-1 inh | UPR XBP1 act | Jurkat NFkB inh
CCc1cccc2c(C(=O)COC(=O)c3cccc(S(=O)(=O)N(C)C4CCCCC4)c3)c[nH]c12 | 3.8 | 27 | 18 | 23 | 3 | 21 | -2 | -11
Cc1c(C(=O)Nc2ccc3c(c2)OCCO3)sc2nc(-c3ccccc3)cn12 | 5.2 | -39 | 49 | -19 | -20 | 19 | 1 | -2
O=C(Nc1ccc2[nH]c(=S)sc2c1)Nc1ccccc1F | 3.6 | 7 | -74 | 17 | -296 | 0 | 1 | -122
Cc1ccc(C(=O)Nc2ccccc2Sc2ccccc2)cc1 | 1.8 | 2 | -8 | -9 | -19 | 9 | 0 | -16
COc1ccc([C@H]2CC(=O)C=C(c3cc(Cl)ccc3C)C2)cc1 | 1.0 | 12 | 0 | -13 | 0 | 36 | 0 | 3
CCOC(=O)C1=C(C)N(Cc2ccc(C(=O)O)cc2)C(=O)NC1c1ccc([N+](=O)[O-])cc1 (stereo unspecified) | -0.3 | 9 | 17 | 2 | 12 | 15 | -4 | -1
Cc1cccc2c(N=NC(=O)C(C)n3cnc4ccccc4c3=O)c(O)[nH]c12 (stereo unspecified) | -0.2 | -17 | 10 | -19 | 7 | -22 | 1 | 14
CCOc1ccc(C(=O)CCC(=O)NN2C(=O)NC3(CCCCC3)C2=O)cc1 | 2.6 | -2 | 7 | 1 | 16 | 0 | -1 | 3
CCCN1CNC(=S)N(c2ccccc2C)C1 | -0.9 | 18 | 9 | 8 | 20 | 29 | -3 | -4
N#Cc1ccccc1COC(=O)CCN=C1NS(=O)(=O)c2ccccc21 | 1.3 | 7 | -2 | -1 | 18 | 11 | 0 | 9
O=C(Nc1nccs1)C(c1ccccc1)N1CCCC1 (stereo unspecified) | -1.2 | -1 | -1 | 2 | 5 | 13 | -1 | 4
CC(C)(C)NC(=O)c1ccccc1NC(=O)C1CCCO1 (stereo unspecified) | -1.9 | -1 | -33 | 5 | 3 | 6 | 2 | 15
Cc1ccc(OCCC(=O)OCC(=O)Nc2ccc(Cl)cn2)cc1 | 1.2 | -1 | 19 | 9 | 15 | 12 | -2 | 11
Cc1ccc(-n2nc(C)c3c2OC(N)=C(C#N)C3c2ccccc2F)cc1 (stereo unspecified) | -3.8 | 5 | 23 | 19 | 8 | 4 | -10 | 29
O=C1/C(=C\c2ccc(O)c(O)c2)SC(=S)N1Cc1ccccc1 | 8.6 | -44 | 40 | 50* | -58 | 22 | 18 | -22
O=c1[nH]c(=O)n(Cc2ccccc2)c2c1C(C(F)(F)F)(C(F)(F)F)N=C(c1ccco1)N2 | -0.8 | 5 | -1 | 8 | -3 | 2 | 4 | 0
O=C(CN1C(=O)N/C(=C\c2ccccc2OCc2ccc(C(=O)O)cc2)C1=O)Nc1ccccc1F | 1.3 | -13 | 8 | 10 | 4 | 1 | -2 | 4
N#CC1=C(N)N(c2ccc(F)cc2)C(=O)C1 | -0.3 | 5 | 23 | 6 | 19 | 9 | -2 | 0
O=C(CN1CCN(S(=O)(=O)c2ccc(Cl)s2)CC1)N1CCOCC1 | 0.1 | 2 | 15 | 10 | -6 | 15 | 5 | -1
CCc1ccc(NC(=O)CSc2nc(O)cc(=O)n2C2CCCC2)cc1 | -2.6 | 18 | 9 | 6 | 4 | 23 | 1 | 11
COc1cc(/C=C2/CCC/C(=C\c3cc(O)c(OC)c(Cl)c3)C2=O)cc(Cl)c1O | 40 | 4 | 95* | 2 | -37 | 10 | 19 | -3
Cc1nnc(SCc2ccccc2F)n1NCc1cccs1 | 1.1 | 11 | -2 | 14 | 2 | 10 | 3 | 3
COc1ccc(/C=N/NC(=O)c2cccnc2)c2ccccc12 | -1.1 | 16 | -2 | -11 | 23 | 14 | 11 | 7
CC(=O)N1CCN=C1SCc1ccccc1F | -2.3 | 13 | 8 | 1 | 10 | 5 | -2 | 10
O=C(Nc1nnc2n1CCS2)c1ccco1 | -0.8 | -8 | 26 | -7 | 1 | 5 | -4 | 14
CCOC(=O)c1oc2cccc(O)c2c1C | 2.1 | -25 | -20 | -4 | -53 | 36 | 11 | -53
Cc1cccc(NC(=O)COc2ccccc2)c1 | 1.5 | 9 | -1 | 15 | 6 | 16 | -1 | -26
COc1cccc(C(=O)Nc2ccc3nc(N4CCN(c5ncccn5)CC4)cc(C)c3c2)c1OC | 9.2 | 25 | 98* | 18 | -28 | 8 | 20 | 19
CN1C(=O)[C@H]2[C@@H](/C=C/c3ccccc3)N3C(=O)CN(CCO)C(=O)[C@@]3(C)[C@H]2C1=O | 0.7 | -11 | 7 | -14 | 15 | -3 | 0 | -4
O=C(NCCc1ccc(Cl)cc1)C1CCCN(S(=O)(=O)N2CCCCCC2)C1 (stereo unspecified) | 0.7 | 30 | 19 | 18 | 5 | 48 | -2 | -1

7 structures from above, sorted by formula weight, rising.
SMILES | UPR CHOP act | tim10-1 inh | Mdm2 MdmX PPI | TIM10 inh | 697 NFkB inh | tim23-1 inh | UPR XBP1 act | Jurkat NFkB inh
CCOC(=O)c1oc2cccc(O)c2c1C | 2.1 | -25 | -20 | -4 | -53 | 36 | 11 | -53
O=C(Nc1nnc2n1CCS2)c1ccco1 | -0.8 | -8 | 26 | -7 | 1 | 5 | -4 | 14
CC(=O)N1CCN=C1SCc1ccccc1F | -2.3 | 13 | 8 | 1 | 10 | 5 | -2 | 10
COc1ccc(/C=N/NC(=O)c2cccnc2)c2ccccc12 | -1.1 | 16 | -2 | -11 | 23 | 14 | 11 | 7
Cc1nnc(SCc2ccccc2F)n1NCc1cccs1 | 1.1 | 11 | -2 | 14 | 2 | 10 | 3 | 3
O=C(NCCc1ccc(Cl)cc1)C1CCCN(S(=O)(=O)N2CCCCCC2)C1 (stereo unspecified) | 0.7 | 30 | 19 | 18 | 5 | 48 | -2 | -1
COc1cc(/C=C2/CCC/C(=C\c3cc(O)c(OC)c(Cl)c3)C2=O)cc(Cl)c1O | 40 | 4 | 95* | 2 | -37 | 10 | 19 | -3
